TRb-SRC2 inh: qHTS for Inhibitors of the Interaction of Thyroid Hormone Receptor and Steroid Receptor Coregulator 2 | TRbeta-SRC2 peptide binding, fluorescence polarization; receptor liganded with 1 µM T3 | 280,000 tested, 0.065% active | AID 1469, 2008 | Potency, µM (doses to about 106 µM), inactives show top-dose activity change, negative = inhibition, actives largely listed as inhibitors;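 further: plate controls were bound peptide for no effect and peptide without receptor for full effect; nearly all actives have a fitted effect of over 50% in size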
Target sequence (P10828 whole entry, looked up): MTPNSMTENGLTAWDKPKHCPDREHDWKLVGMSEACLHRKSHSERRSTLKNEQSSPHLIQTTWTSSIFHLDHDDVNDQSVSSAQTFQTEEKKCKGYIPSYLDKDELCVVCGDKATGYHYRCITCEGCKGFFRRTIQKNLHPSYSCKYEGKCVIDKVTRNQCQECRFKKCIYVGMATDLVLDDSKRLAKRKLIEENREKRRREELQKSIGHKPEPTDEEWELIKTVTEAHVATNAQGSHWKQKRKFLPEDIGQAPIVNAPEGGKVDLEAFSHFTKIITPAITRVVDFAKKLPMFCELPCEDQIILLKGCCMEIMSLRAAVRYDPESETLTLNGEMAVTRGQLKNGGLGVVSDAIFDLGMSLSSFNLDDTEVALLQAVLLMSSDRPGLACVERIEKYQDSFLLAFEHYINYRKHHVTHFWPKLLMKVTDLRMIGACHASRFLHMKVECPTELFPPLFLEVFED
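Fluorescence polarization of 20 nM Texas Red SRC2 peptide with 0.6 uM human TRb ligand-binding domain, in Tris buffer with 1uM T3 and 5% DMSO. Incubated 5 hr ambient; normalized to unbound and bound controls.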
RECQ1 inh: qHTS Assay for Inhibitors of RecQ-Like Dna Helicase 1 (RECQ1) | 240,000 tested, 0.54% active | Potency, µM (highest dose often 57.3 µM), inactives show at the top dose activity, negative = inhibition, hits mostly inhibitors | RECQ1 DNA unwinding, red fluorescence kinetic read | ATP-dependent DNA helicase Q1 (Homo sapiens), P46063 | AID 2549, 2010;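 further: plate controls were vehicle for no effect and no enzyme for full effect; nearly all actives have a fitted effect of over 30% in size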
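RECQ1T1 50 nM; forked duplex (20 bp + 30-nt ss tails) 200 nM, ATP 2 mM final; pH 8.0, 2 mM MgCl2, 2.5 ug/ml poly(dI-dC); 15 min compound preincubation; discontinuous kinetic read over 2 h at RT.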
TexasRed fluor: Total Fluorescence Counterscreen for Inhibitors of the Interaction of Thyroid Hormone Receptor and Steroid Receptor Coregulator 2. TRb/SRC2 Texas Red total fluorescence interference. Potency, µM (titrated, usually from 106 µM), without a hit: top-dose fluorescence change, negative = quenching. 280,000 tested, 0.29% active; active means well fitted curve in either direction with a large enough effect; inconclusive means small, poorly fitted or top-dose-only effect
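Human TRβ ligand-binding domain (0.6 uM) and Texas Red SRC2 peptide (20 nM) in Tris buffer with 1 uM T3 and 5% DMSO were incubated with pinned compound for 5 hr at ambient temperature. Total fluorescence was computed as S + 2P (555/632 nm).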
An asterisk follows results filed as active; [ ] = remark or other dose. Unless noted, the call rests on the fitted dose curve; in most records, active means well fitted curve in the direction sought with a large enough effect; inconclusive means small, poorly fitted or top-dose-only effect, or another doubt; inactive means no such curve, though single readings can be large; an effect the other way counts as inactive or inconclusive. Unless noted, on the % scale 0 is the no-effect control and ±100 the full control effect; potency means the concentration at half of the fitted maximal effect. Not all compounds are listed; count on the stated rates, not on these rows.

Start of the data: the first 3 records, to show the layout:
How did CC[C@H](C)[C@H](NC(=O)[C@H](Cc1ccc(O)cc1)NC(=O)[C@@H](NC(=O)[C@H](CCCN=C(N)N)NC(=O)[C@@H](N)CC(=O)O)C(C)C)C(=O)N[C@@H](Cc1cnc[nH]1)C(=O)N1CCC[C@H]1C(=O)N[C@@H](Cc1ccccc1)C(=O)N[C@@H](Cc1cnc[nH]1)C(=O)N[C@@H](CC(C)C)C(=O)O do in these assays?
TRb-SRC2 inh: -5%; RECQ1 inh: -20%; TexasRed fluor: inconclusive

What do the screens show for `C[C@H]1CCCC(=O)CCC/C=C/c2c(O)cc(O)cc2C(=O)O1`?
TRb-SRC2 inh: 8%; RECQ1 inh: -14%; TexasRed fluor: -4%

Results for COc1cc(O)c2c(c1)oc(=O)c1c3cc(O)c(O)cc3oc21 ?
TRb-SRC2 inh: inconclusive; RECQ1 inh: 2.5µM*; TexasRed fluor: 35µM*[quencher]

The whole of this part, previewed entries included:
How did CC[C@H](C)[C@H](NC(=O)[C@H](Cc1ccc(O)cc1)NC(=O)[C@@H](NC(=O)[C@H](CCCN=C(N)N)NC(=O)[C@@H](N)CC(=O)O)C(C)C)C(=O)N[C@@H](Cc1cnc[nH]1)C(=O)N1CCC[C@H]1C(=O)N[C@@H](Cc1ccccc1)C(=O)N[C@@H](Cc1cnc[nH]1)C(=O)N[C@@H](CC(C)C)C(=O)O do in these assays?
TRb-SRC2 inh: -5%; RECQ1 inh: -20%; TexasRed fluor: inconclusive

What do the screens show for `C[C@H]1CCCC(=O)CCC/C=C/c2c(O)cc(O)cc2C(=O)O1`?
TRb-SRC2 inh: 8%; RECQ1 inh: -14%; TexasRed fluor: -4%

Results for COc1cc(O)c2c(c1)oc(=O)c1c3cc(O)c(O)cc3oc21 ?
TRb-SRC2 inh: inconclusive; RECQ1 inh: 2.5µM*; TexasRed fluor: 35µM*[quencher]

Results for O=C(O)[C@H](Cc1c[nH]c2ccccc12)N1C(=O)C2=CCCC=C2C1=O ?
TRb-SRC2 inh: -3%; RECQ1 inh: -7%; TexasRed fluor: -19%

How did O=C(O)c1ccc2c(c1)C(=O)N([C@@H](Cc1ccc(O)cc1)C(=O)O)C2=O do in these assays?
TRb-SRC2 inh: -5%; RECQ1 inh: -2%; TexasRed fluor: -1%

What do the screens show for `CN(C)C(=O)NC1CCCCCCC1`?
TRb-SRC2 inh: -3%; RECQ1 inh: -8%; TexasRed fluor: 1%

How did C=C1[C@@H]2CC[C@H](C2)C1(C)C do in these assays?
TRb-SRC2 inh: -7%; RECQ1 inh: 4%; TexasRed fluor: -1%

Results for Brc1c(Br)c(Br)c2[nH]cnc2c1Br ?
TRb-SRC2 inh: 0%; RECQ1 inh: -8%; TexasRed fluor: -1%

Results for CCCCCCCC/C=C\CCCCCCCC(=O)N[C@H](CO)Cc1ccc(O)cc1 ?
TRb-SRC2 inh: -1%; RECQ1 inh: -20%; TexasRed fluor: -6%

How did COC(=O)C(C)CCCC(C)CCCC(C)CCCC(C)C (stereo unspecified) do in these assays?
TRb-SRC2 inh: -6%; RECQ1 inh: -2%; TexasRed fluor: -1%

What do the screens show for `CCOC(=O)C1=CN(C(=O)OC(C)(C)C)C(CN2C(=O)COCC2=O)C1` (stereo unspecified)?
TRb-SRC2 inh: 2%; RECQ1 inh: inactive; TexasRed fluor: -4%

How did CCCN1CCC(=O)N(C(CSc2ccc(OC)cc2)c2ccccc2)CC1 (stereo unspecified) do in these assays?
TRb-SRC2 inh: 10%; RECQ1 inh: -3%; TexasRed fluor: 0%

Results for CCCC/C=C/[C@H](c1ccccc1)[C@H](CO)Cc1cccnc1 ?
TRb-SRC2 inh: -5%; RECQ1 inh: inactive; TexasRed fluor: 2%

What do the screens show for `COC(=O)C1=C[C@@H](C(=O)OC)C2C3=C(C(=O)[C@@]2(C)NC(=O)c2ccccc2)[C@H](C)n2c(=O)n(C)c(=O)n2[C@@H]3C1` (stereo partly specified)?
TRb-SRC2 inh: -3%; RECQ1 inh: inactive; TexasRed fluor: 1%

Results for CC(=O)c1ccc(Nc2c3ccccc3cc3occc23)cc1 ?
TRb-SRC2 inh: -4%; RECQ1 inh: 0%; TexasRed fluor: -1%

How did COC(=O)Nc1ccc(Cl)c(Cl)c1 do in these assays?
TRb-SRC2 inh: 1%; RECQ1 inh: -3%; TexasRed fluor: 3%

Results for O=C1COCCN1 ?
TRb-SRC2 inh: 3%; RECQ1 inh: 0%; TexasRed fluor: -2%

How did CN(C)C(=O)Nc1ccc(Oc2ccc(Cl)cc2)cc1 do in these assays?
TRb-SRC2 inh: -8%; RECQ1 inh: 8%; TexasRed fluor: -3%

Results for CCCC/C=C/[C@H](c1ccccc1)[C@H](CO)Cc1ccccc1 ?
TRb-SRC2 inh: 3%; RECQ1 inh: -10%; TexasRed fluor: -2%

Results for O=C1C[C@@H](c2ccc3ccccc3c2)N1S(=O)(=O)c1ccccc1[N+](=O)[O-] ?
TRb-SRC2 inh: -5%; RECQ1 inh: -3%; TexasRed fluor: -2%

Results for COc1c(O)c2c(=O)cc(OC)c3c4c(OC)cc(=O)c5c(O)c(OC)c6c(c(c1C[C@@](C)(O)[C@H]6C(C)=O)c23)c54 ?
TRb-SRC2 inh: 35µM*; RECQ1 inh: inconclusive; TexasRed fluor: 45µM*[fluorescent]

How did Cc1ccc(S(=O)(=O)Nc2cccc3ccc(C)nc23)cc1 do in these assays?
TRb-SRC2 inh: -4%; RECQ1 inh: inactive; TexasRed fluor: -2%

How did CC(C)CC1OC(=O)C2=CCCCC21 (stereo unspecified) do in these assays?
TRb-SRC2 inh: 0%; RECQ1 inh: -1%; TexasRed fluor: 2%

How did CC[C@H](NC(=O)[C@H](CCCN=C(N)N)NC(=O)[C@H](Cc1c[nH]c2ccccc12)NC(=O)[C@@H](N)CS)C(=O)N[C@@H](CCCN=C(N)N)C(=O)N[C@@H](Cc1ccc(O)cc1)C(N)=O do in these assays?
TRb-SRC2 inh: 9%; RECQ1 inh: 0%; TexasRed fluor: 1%

Results for Cc1ccc(-c2ccc(C3C4C=CCC(C)C4C(=O)N3Cc3ccccc3)c(F)c2)cc1 (stereo unspecified) ?
TRb-SRC2 inh: 1%; RECQ1 inh: inactive; TexasRed fluor: -3%

Results for O=P1(O)OP(=O)(O)OP(=O)(O)O1.[Al] ?
TRb-SRC2 inh: -4%; RECQ1 inh: -6%; TexasRed fluor: -4%

Results for Cc1ccc2c(c1)C1(C=CC(=O)C=C1)CC(=O)N2C ?
TRb-SRC2 inh: 2%; RECQ1 inh: inactive; TexasRed fluor: -2%

What do the screens show for `NCCc1cnc(-c2cccc(C(F)(F)F)c2)[nH]1`?
TRb-SRC2 inh: 3%; RECQ1 inh: -13%; TexasRed fluor: 1%

Results for CC1C(=O)N(S(=O)(=O)c2ccc([N+](=O)[O-])cc2)[C@H]1c1ccc2ccccc2c1 (stereo partly specified) ?
TRb-SRC2 inh: -7%; RECQ1 inh: 5%; TexasRed fluor: -2%

How did O=C1NN(C(=O)Nc2ccc(Br)cc2)C(c2ccccc2)C1c1ccccc1 (stereo unspecified) do in these assays?
TRb-SRC2 inh: -3%; RECQ1 inh: -1%; TexasRed fluor: -2%

What do the screens show for `CCC(=O)CC`?
TRb-SRC2 inh: -5%; RECQ1 inh: -5%; TexasRed fluor: -3%

Results for O[C@@H]1CCN2Cc3ccccc3N=C12 ?
TRb-SRC2 inh: 0%; RECQ1 inh: -9%; TexasRed fluor: 2%

What do the screens show for `COc1ccc2nc3c(cc2c1)Cn1c-3nc2ccccc2c1=O`?
TRb-SRC2 inh: 8%; RECQ1 inh: 20%; TexasRed fluor: 1%

Results for CCCC[C@H](NC(=O)[C@@H]1CCCN1C(=O)[C@H]1CCCN1C(=O)[C@H](Cc1ccccc1)NC(=O)[C@@H](Cc1c[nH]c2ccccc12)NC(=O)[C@H](C)NC(=O)[C@H](CCCN=C(N)N)NC(=O)OC(C)(C)C)C(N)=O ?
TRb-SRC2 inh: 10%; RECQ1 inh: 9%; TexasRed fluor: 2%

Results for C=CCCN(Cc1ccc(OC)cc1)S(=O)(=O)c1ccccc1Br ?
TRb-SRC2 inh: 6%; RECQ1 inh: inactive; TexasRed fluor: -1%

How did CC/C=C/[C@@H](c1ccccc1)[C@H](C)C(O)CC(=O)SC(C)(C)C (stereo partly specified) do in these assays?
TRb-SRC2 inh: -4%; RECQ1 inh: inactive; TexasRed fluor: -1%

How did CC(=O)N[C@H]1CSSC[C@@H](C(=O)N2CCC[C@H]2C(=O)N2CCC[C@H]2C(=O)N[C@@H](CCCCN)C(=O)N[C@@H](CC(=O)O)C(N)=O)NC(=O)CNC(=O)[C@H](Cc2c[nH]c3ccccc23)NC(=O)[C@H](CCCNC(=N)N)NC(=O)[C@@H](Cc2ccc3ccccc3c2)NC(=O)[C@H](Cc2cnc[nH]2)NC(=O)[C@H](CCC(=O)O)NC1=O do in these assays?
TRb-SRC2 inh: -2%; RECQ1 inh: -2%; TexasRed fluor: 1%

What do the screens show for `COc1ccc(OC)c(C2=Nn3c(nnc3-c3ccccc3OC)SC2)c1`?
TRb-SRC2 inh: -8%; RECQ1 inh: 11%; TexasRed fluor: -1%

Results for CSCC[C@H](NC(=O)[C@H](CC(C)C)NC(=O)CNC(=O)[C@H](Cc1ccccc1)N(C)C(=O)[C@H](Cc1ccccc1)NC(=O)[C@H](CC(=O)O)NC(=O)[C@@H](N)CC(=O)O)C(N)=O ?
TRb-SRC2 inh: 3%; RECQ1 inh: 9%; TexasRed fluor: 2%

How did CC(C)C[C@H](NC(=O)[C@H](C)NC(=O)CNC(=O)[C@H](CCCCN)NC(=O)[C@H](CCCN=C(N)N)NC(=O)[C@H](C)NC(=O)[C@H](Cc1ccccc1)NC(=O)[C@@H](N)CCCN=C(N)N)C(=O)N[C@@H](CCCN=C(N)N)C(=O)N[C@@H](CCC(N)=O)C(=O)N[C@@H](CCCCN)C(=O)N[C@@H](CC(N)=O)C(=O)N[C@H](C(N)=O)C(C)C do in these assays?
TRb-SRC2 inh: 21%; RECQ1 inh: 0%; TexasRed fluor: -11%

How did COc1ccc(-c2ccc(C(C)=O)cc2)cc1C1C2C=CCCC2(C)C(=O)N1Cc1ccccc1 (stereo unspecified) do in these assays?
TRb-SRC2 inh: 0%; RECQ1 inh: inactive; TexasRed fluor: -4%

How did COc1cc(O)c2c(c1)O[C@H](c1ccccc1)CC2=O do in these assays?
TRb-SRC2 inh: 11%; RECQ1 inh: -13%; TexasRed fluor: -3%

What do the screens show for `CCN(CCCCO)c1nc(C)nc2c1c(C)c(C)n2-c1c(C)cc(C)cc1C`?
TRb-SRC2 inh: 0%; RECQ1 inh: -14%; TexasRed fluor: -1%

How did Cc1[nH]c(/C=C2\C(=O)Nc3ccc(S(=O)(=O)N(C)c4cccc(Cl)c4)cc32)c(C)c1C(=O)N1CCN(C)CC1 do in these assays?
TRb-SRC2 inh: -5%; RECQ1 inh: inconclusive; TexasRed fluor: 0%

Results for COc1cc(OC)cc(-c2nnc3n2N=C(c2ccc(OC)c(OC)c2)CS3)c1 ?
TRb-SRC2 inh: 5%; RECQ1 inh: -9%; TexasRed fluor: -5%

What do the screens show for `O=C(NCc1ccccc1)C1(C(F)(F)F)C/C(=C/Cc2ccccc2)CCCO1` (stereo unspecified)?
TRb-SRC2 inh: -5%; RECQ1 inh: -10%; TexasRed fluor: -1%

An excerpt from above in order of heavy-atom count, ascending.
How did COc1cc(O)c2c(c1)O[C@H](c1ccccc1)CC2=O do in these assays?
TRb-SRC2 inh: 11%; RECQ1 inh: -13%; TexasRed fluor: -3%

What do the screens show for `COc1ccc(OC)c(C2=Nn3c(nnc3-c3ccccc3OC)SC2)c1`?
TRb-SRC2 inh: -8%; RECQ1 inh: 11%; TexasRed fluor: -1%

How did Cc1[nH]c(/C=C2\C(=O)Nc3ccc(S(=O)(=O)N(C)c4cccc(Cl)c4)cc32)c(C)c1C(=O)N1CCN(C)CC1 do in these assays?
TRb-SRC2 inh: -5%; RECQ1 inh: inconclusive; TexasRed fluor: 0%
